Tb PYK inh = T. brucei pyruvate kinase inhibition; Q57TT1; TbPYK enzyme, Kinase-Glo Plus ATP luminescence, 45 min; 410,000 tested, 0.12% active; Potency, µM (titrated, usually from 76.8 µM), without a hit: at the top dose activity, negative = inhibition, usual class: inhibitors; also: potency is read from the fitted curve at half-maximal effect; nearly all actives have a fitted effect of over 50% in size
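Luminescent Kinase-Glo Plus end-point after 45 min room-temperature reaction of T. brucei pyruvate kinase started with 130 uM ADP (final). Buffer TEA 50 mM pH 7.2 with KCl, MgCl2, BSA, Tween-20; titration-based qHTS with fitted concentration-effect curves.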
LmPK inh = inhibitors of Leishmania mexicana pyruvate kinase; 290,000 tested, 0.37% active; Potency, µM (titrated, usually from 57.5 µM), for the others: at the highest dose activity change, negative = inhibition, usual class: inhibitors; AID 1721; purified LmPK, Kinase-Glo ATP luminescence, 1 h; also: potency is read from the fitted curve at half-maximal effect
Target sequence (Q27686 whole entry, looked up): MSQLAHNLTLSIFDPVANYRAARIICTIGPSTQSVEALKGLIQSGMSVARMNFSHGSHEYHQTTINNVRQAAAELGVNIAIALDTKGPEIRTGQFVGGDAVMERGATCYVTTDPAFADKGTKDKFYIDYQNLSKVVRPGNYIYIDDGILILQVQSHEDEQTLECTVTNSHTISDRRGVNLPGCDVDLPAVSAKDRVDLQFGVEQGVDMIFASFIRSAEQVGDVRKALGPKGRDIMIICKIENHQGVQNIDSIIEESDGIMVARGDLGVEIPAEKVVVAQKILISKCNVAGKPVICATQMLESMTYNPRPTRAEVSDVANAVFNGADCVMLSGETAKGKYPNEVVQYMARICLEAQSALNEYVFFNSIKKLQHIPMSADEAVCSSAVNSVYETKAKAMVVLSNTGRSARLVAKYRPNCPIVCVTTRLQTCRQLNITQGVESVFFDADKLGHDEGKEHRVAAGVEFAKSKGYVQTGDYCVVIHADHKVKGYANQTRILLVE
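Screened at intermediate enzyme activity to detect both inhibitors and activators: LmPK at 0.1 nM, with a 0.5 nM enzyme column as activation reference. PEP 0.5 mM, ADP 0.1 mM; ATP detected by luminescence after 1 h.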
AmpC inh detg = inhibitors of E. coli AmpC beta-lactamase with detergent; 370,000 tested, 0.041% active; AmpC hydrolysis of nitrocefin, absorbance 480 nm, 0.01% Triton; Potency, µM (series often up to 114 µM), for inactives: at the highest dose activity change, negative = inhibition, hits mostly inhibitors;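 also: potency is read from the fitted curve at half-maximal effect; 0% = no-compound wells and -100% = no-enzyme wells; nearly all actives have a fitted effect of over 25% in size; some results filed as inactive show a strong effect at the top dose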
Target sequence (P00811 whole entry, looked up): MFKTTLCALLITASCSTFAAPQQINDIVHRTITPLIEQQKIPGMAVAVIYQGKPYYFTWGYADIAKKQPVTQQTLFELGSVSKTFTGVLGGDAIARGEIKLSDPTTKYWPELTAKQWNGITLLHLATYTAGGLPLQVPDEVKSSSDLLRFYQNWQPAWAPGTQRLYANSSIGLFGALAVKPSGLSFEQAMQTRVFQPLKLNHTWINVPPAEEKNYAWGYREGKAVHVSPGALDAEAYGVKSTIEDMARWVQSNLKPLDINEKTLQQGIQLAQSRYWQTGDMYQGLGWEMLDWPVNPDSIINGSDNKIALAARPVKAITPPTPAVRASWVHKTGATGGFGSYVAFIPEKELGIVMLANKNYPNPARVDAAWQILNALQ
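AmpC (5.3 nM in the dispensed reagent) in 20 mM phosphate pH 7.0 with 0.01% (detergent screen) or 0.0001% Triton X-100 was preincubated with compounds for 15 min at room temperature. Nitrocefin was then added from an 800 uM solution, and hydrolysis was followed at 480 nm.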
HCV inh = HCV inhibition. Huh7.5.1 HCVcc-Cre infection, luciferase reporter, 44 h. Potency, µM (highest dose often 41.8 µM), for inactives: at the top dose activity change, negative = inhibition, hits mostly inhibitors. 340,000 tested, 3.4% active; also: potency is read from the fitted curve at half-maximal effect
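Reporter virus HCVcc-Cre (~0.5 moi) infects cells exposed to compound; seeding density 1,000 cells/well with 4 h settling beforehand. Luminescence, 15 sec read, taken 44 h post-infection following a 15 min RT substrate incubation.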
AMA1-RON2 inh = disrupts binding of P. falciparum AMA1 to RON2; AlphaScreen AMA1-biotinylated RON2 peptide binding; Potency, µM (doses to about 58.2 µM), without a hit: at the top dose activity change, negative = inhibition, usual class: inhibitors; 360,000 tested, 0.2% active; AID 720542;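 also: potency is read from the fitted curve at half-maximal effect; 0% = vehicle wells and -100% = peptide control; nearly all actives have a fitted effect of over 45% in size; some results filed as inactive show a strong effect at the top dose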
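AMA1 (3D7) with his tag at 25 nM final met compounds first, then biotinylated RON2 peptide at 25 nM; detection used donor plus acceptor beads, 10 µg/mL apiece, read by AlphaScreen after 30 min at room temperature.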
HCMV antiviral = inhibitors of human cytomegalovirus. HFF cells, HCMV-luciferase reporter, 72 h; hits give low values. activity change, negative = inhibition, % at 57.5 µM. 410,000 tested, 4.5% active; in the data active = activity change below about -60%; inconclusive = no clear call, values can overlap the other calls; inactive = above about -39%
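Human foreskin fibroblasts infected with luciferase-reporter HCMV at MOI 1 PFU/cell, compounds at two doses. Luciferase measured 72 h post infection; normalized to buffer-only basal and Salinomycin (10uM) controls.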
AmpC no deterg = blocks E. coli AmpC beta-lactamase in detergent-free assay; 330,000 tested, 0.52% active; AID 485341; Potency, µM (doses to about 57.1 µM), without a hit: at the top dose activity change, negative = inhibition, actives largely listed as inhibitors; P00811; AmpC nitrocefin hydrolysis, absorbance 480 nm, 0.0001% Triton;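 also: potency is read from the fitted curve at half-maximal effect; plate controls were no compound for no effect and no enzyme for full effect; nearly all actives have a fitted effect of over 20% in size; some results filed as inactive show a strong effect at the top dose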
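AmpC (5.3 nM in the dispensed reagent) in 20 mM phosphate pH 7.0 with 0.01% (detergent screen) or 0.0001% Triton X-100 was preincubated with compounds for 15 min at room temperature. Nitrocefin was then added from an 800 uM solution, and hydrolysis was followed at 480 nm.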
* = called active by the depositor; ? = inconclusive; · = not tested or not shown; & = joins results of further samples; [ ] = remark or other dose. Unless noted, calls follow the shape of the dose curve; as a rule, active = well fitted curve in the direction sought with a large enough effect; inconclusive = small, poorly fitted or top-dose-only effect, or another doubt; inactive = no such curve, though single readings can be large; an effect the other way counts as inactive or inconclusive. Unless noted, % is scaled to controls: 0 for no effect and ±100 for the full control effect.

SMILES	Tb PYK inh	LmPK inh	AmpC inh detg	HCV inh	AMA1-RON2 inh	HCMV antiviral	AmpC no deterg
COc1ccc(C2=NS(=O)(=O)N(C)C(C(=O)Nc3cc(OC)c(OC)c(OC)c3)=C2)cc1	1%	12%	6%	?	-15%	?	46%
CCOC(=O)CCc1c(C)c(C#N)c2[nH]c3ccccc3n2c1=O	-14%	-11%	-8%	?	5%	?	-40%
CCOc1ccccc1C1N(c2ccc(F)cc2)C(=O)C2CCCN21 (configuration not stated)	5%	1%	2%	-30%	-3%	-3	10%
O=C(COc1ccccc1)Nc1ccc2nc(SCC(=O)N3CCc4ccccc43)sc2c1	-8%	·	3%	·	·	3	·
COc1ccc(N2CCN(C(CNS(=O)(=O)c3ccc(OC)c(C)c3)c3ccco3)CC2)cc1 (configuration not stated)	-8%	·	-1%	·	·	-28	·
CC(NS(=O)(=O)c1ccccc1)C1CC2CCC1C2 (configuration not stated)	26%	·	·	11%	19%	-21	·
Nc1c(-c2ccccn2)cnn1-c1nc(-c2ccc(F)cc2)cs1	5%	6%	3%	-14%	60%[activator]	48	19%
COc1ccc(OC)c(S(=O)(=O)N2CCC(C(=O)N3CCc4ccccc4C3)CC2)c1	5%	-8%	-10%	?	3%	-28	54%
Cc1c(-c2nc(-c3ccc4c(c3)OCO4)no2)nnn1-c1ccc(Br)cc1F	5%	·	3%	·	·	-1	·
Cc1ccccc1C(=O)NNC1CC(=O)N(c2ccc3c(c2)OCCO3)C1=O (configuration not stated)	3%	-1%	?	26%	11%	-24	-18%
CC(C)(C)c1ccc(C(=O)Nc2cccc(C(=O)N3CCOCC3)c2)cc1	4%	-4%	?	5.6µM*	0%	?	86%[activator]
Nc1ccc2oc3ccccc3c2c1	-6%	1%	-5%	-5%	0%	15	-28%
Nc1cc(=O)nc(SCC(=O)Nc2ccccc2)n1-c1ccccc1	1%	1%	-7%	10%	-10%	52	-24%
O=C(CN1CCN(c2cccc(C(F)(F)F)c2)CC1)NCc1ccccc1	-3%	-3%	-6%	8%	-18%	6	78%[activator]
COc1ccccc1N1CCN(c2ccc3cc(S(=O)(=O)N4CCCCC4)ccc3n2)CC1	-1%&1%	2%	2%&4%	?	26%	-10&-20	40%
Cc1ccc(CN2CCCn3nc(C(=O)NCCC(C)C)cc3C2=O)cc1	1%	·	-9%	·	·	19	·
CCOC(=O)C1=C(COC(=O)CNC(=O)c2ccc(C(C)(C)C)cc2)NC(=O)NC1C (configuration not stated)	-6%	·	-6%	20%	-5%	-10	34%
O=C(O)CCCn1cc(NC(=O)c2ccc(Br)o2)cn1	-4%	-3%	1%	3%	5%	7	-10%[2.29 µM]
COC(=O)C1CN(C(=O)COc2cc(C)cc(C)c2)c2ccccc2O1 (configuration not stated)	-8%	11%	3%	12%	0%	43	7%
CCC/S(CC1CC1(Cl)Cl)=N\S(=O)(=O)c1ccc(C)cc1 (configuration not stated)	-1%	4%	2%	11%	4%	-9	13%
CN1CCN(c2ccc(CNC(=O)C3Cc4c(-c5ccc(Cl)cc5)ccnc4O3)cc2)CC1 (configuration not stated)	-5%	·	·	·	2%	-31	·
Cc1ccc2c(c1)N(CC(=O)NCCCc1ccccc1)C(=O)c1cccnc1O2	3%	3%	-13%	-22%	-1%	-62*	2%
CCCn1c(-c2cc(OC)c(OC)c(OC)c2)nc2nc3ccccc3nc21	·	4%	?	2%	2%	33	88%[activator]
Cc1ccc(CN(C(=O)c2ccc(OCC(C)C)cc2)c2ccccn2)o1	1%	·	-2%	·	·	82	·
CCCn1c(C(C)Nc2nc(-c3ccc(Cl)c([N+](=O)[O-])c3)cs2)nc2cc(Cl)c(N3CCCCC3)cc21 (configuration not stated)	-10%	-1%	?	?	36%[activator]	·	-50%
C=CCNC(=O)C1CC(=O)N(c2ccc(C)cc2)C1 (configuration not stated)	-14%	8%	?	6%	-4%	-6	-5%
Cc1ccc(S(=O)(=O)N2CCN(C(=O)COC(=O)/C=C/c3cccc(Cl)c3)CC2)c(C)c1	-4%	·	·	-24%	19%	-8	·
CCCCNC(=O)NS(=O)(=O)c1ccc(NC(=O)C(NC(N)=O)C(C)CC)cc1 (configuration not stated)	4%	6%	-8%	6%	-19%	29	-20%
Cc1cc(C)c(S(=O)(=O)Nc2ccccc2)c(C)c1	0%	·	·	10%	-5%	-23	·
CN(c1ncnc2c1c(-c1ccccc1)cn2-c1ccc(F)cc1)C1CCCCC1	6%	·	-6%	·	·	?	·
COc1ccc(COC(=O)NNC(=O)c2ccc(OC)cc2)cc1	2%	0%	?	-4%	9%	16	-19%
CSc1nncc(-c2ccc(F)cc2)n1	1%	-9%	5%	-9%	2%	3	-3%
COC(=O)c1c(NC(=O)CN2CCC3(O)CCCCC3C2c2ccccc2OC)sc(C)c1C (configuration not stated)	-3%	1%	4%	-1%	-3%	?	24%
CCCCOc1ccc(-c2nnn(C(C)(C)C(=O)OC)n2)cc1	3%	-1%	?	6%	16%	49	45%
O=C(NC1CCCCC1)c1cc(Nc2ccccc2)nc2ccccc12	0%	·	8%	·	·	8	·
COc1ccccc1N=C(C)C1=C(O)CC(c2ccccc2)CC1=O (configuration not stated)	0%	0%	1%	?	6%	-84*	-19%

Single records, from the list above. Order of screens: Tb PYK inh | LmPK inh | AmpC inh detg | HCV inh | AMA1-RON2 inh | HCMV antiviral | AmpC no deterg
C=CCNC(=O)C1CC(=O)N(c2ccc(C)cc2)C1 (configuration not stated) across the screens: -14% | 8% | ? | 6% | -4% | -6 | -5%
CCCn1c(C(C)Nc2nc(-c3ccc(Cl)c([N+](=O)[O-])c3)cs2)nc2cc(Cl)c(N3CCCCC3)cc21 (configuration not stated) across the screens: -10% | -1% | ? | ? | 36%[activator] | · | -50%
Cc1ccc(S(=O)(=O)N2CCN(C(=O)COC(=O)/C=C/c3cccc(Cl)c3)CC2)c(C)c1 across the screens: -4% | · | · | -24% | 19% | -8 | ·

(list continues)
SMILES	Tb PYK inh	LmPK inh	AmpC inh detg	HCV inh	AMA1-RON2 inh	HCMV antiviral	AmpC no deterg
Cc1[nH]nc2c1C(c1ccccc1F)NC2=O (configuration not stated)	1%	6%	-9%	18%	4%	-17	-12%
COCc1nnc(NC(=O)c2ccc(S(=O)(=O)N(C)C3CCCCC3)cc2)o1	0%	-3%	-13%	1%	52%[activator]	?	-29%
O=C(CNC(=O)c1ccncc1)N/N=C/c1cc(Br)ccc1OCc1ccccc1	-1%	0%	?	?	-11%	45	115%[activator]
S=c1nc(COc2ccccc2)[nH]c2ccccc12	-19%	-4%	-8%	-9%	103%[activator]	54	-35%
CCCNC(=O)C1(C)CCCN(C(=O)c2sccc2C)C1 (configuration not stated)	-11%	·	·	·	-5%	?	·
Cc1cccc(NC(=O)CSCC(=O)N(CCC(C)C)c2c(N)n(Cc3ccccc3)c(=O)[nH]c2=O)c1	2%	·	-15%	?	5%	6	28%
Cc1nn(CC(=O)N2CCC(C)CC2)c(=O)c2cc3occc3n12	-3%	·	26%	·	·	-7	·
CCOC(=O)c1c(C)[nH]c(C(=O)C(C)OC(=O)c2ccc(NC(=O)CC#N)cc2)c1C (configuration not stated)	-5%	·	1%	2%	-3%	14	-26%
Cc1ccsc1C(=O)C1CCCN(Cc2cccc(OCCO)c2)C1 (configuration not stated)	-2%	0%	2%	-4%	-28%	8	18%
O=C(COc1ccc(-c2nnc(N3CCCCC3)c3ccccc23)cc1)N1CCCCC1	2%	-1%	?	2%	0%	-21	109%[activator]
CC1CCN(S(=O)(=O)c2ccc(NC(=O)c3ccco3)cc2)CC1	3%	0%	-11%	-8%	-3%	-30	-46%
COc1cccc(CN2CCN(Cc3c(C)nn(C(C)C)c3C)CC2CCO)c1 (configuration not stated)	-17%	-2%	-8%	3%	29%	-36	24%
CC(C)(C)Sc1nc(O)cc(=O)[nH]1	-8%	6%	-11%	15%	-9%	17	11%
O=C(Nc1nnc(Cc2ccccc2)s1)c1cccnc1	-4%	-1%	-5%	14%	-6%	21	-9%
CCOC(=O)/C(C#N)=C/c1cc2ccccc2nc1Cl	8%	-4%	-9%	11%	-13%	42	-15%
COc1ccc(CN2CCNC(=O)C2CC(=O)NCCC2=CCCCC2)cc1OC (configuration not stated)	1%	0%	-2%	9%	-5%	-29	41%
CCCCC(=O)Nc1c2c(nn1-c1ccc(C)cc1)CS(=O)(=O)C2	-1%	4%	-15%	17%	4%	-13	-39%
O=C(CCC1CCCC1)N1CCN(C2CCCC2)CC1	3%	0%	9%	5%	-13%	14	-6%
COc1ccc(NC(=O)CSc2nc3ccccc3n2CC(=O)NCc2ccc(F)cc2)cc1	-1%	·	0%	·	·	-37	·
CC1CCc2c(sc(NC(=O)COC(=O)c3ccccc3NCc3ccco3)c2C#N)C1 (configuration not stated)	-2%	1%	3%	4%	16%	52	-11%
Cc1ccccc1-c1nc(CN2CCSCC2)c(C)o1	6%	0%	-2%	10%	?	?	18%
Cc1ccc(OCCC(=O)OCC(=O)NC(=O)NCc2ccccc2)cc1	3%	·	-19%	41%[activator]	5%	17	-18%
NC(N)=NS(=O)(=O)c1ccc(N)cc1	2%	0%	?	-17%[8.37 µM]	4%	-19	-17%
Cc1cc(NC(=O)COC(=O)c2ccco2)no1	5%	0%	1%	-1%	-6%	18	-5%

Gathered by group, the entries above with two or more sulfur atoms (2)
SMILES	Tb PYK inh	LmPK inh	AmpC inh detg	HCV inh	AMA1-RON2 inh	HCMV antiviral	AmpC no deterg
O=C(COc1ccccc1)Nc1ccc2nc(SCC(=O)N3CCc4ccccc43)sc2c1	-8%	·	3%	·	·	3	·
CCC/S(CC1CC1(Cl)Cl)=N\S(=O)(=O)c1ccc(C)cc1 (configuration not stated)	-1%	4%	2%	11%	4%	-9	13%

(list continues)
SMILES	Tb PYK inh	LmPK inh	AmpC inh detg	HCV inh	AMA1-RON2 inh	HCMV antiviral	AmpC no deterg
Cc1nnc(SCC(=O)NCC2CCCCC2)n(N)c1=O	-17%	-2%	-1%	6%	5%	-11	-7%
O=C(COC(=O)CN1C(=O)c2ccccc2C1=O)NC1CCCC1	0%	-6%	-11%	17%	9%	-4	25%
COc1ccc(-c2nc3scc(CCNS(=O)(=O)c4ccc(F)c(C(F)(F)F)c4)n3n2)cc1OC	9%	·	-10%	·	·	-31	·
COc1cccc(NC(=O)COC(=O)c2cc(S(=O)(=O)N3CCOCC3)ccc2C)c1	-3%	16%	-8%	-24%	7%	22	-5%
O=C1CC(NS(=O)(=O)c2ccc([N+](=O)[O-])cc2)CN1c1cccc(F)c1 (configuration not stated)	-1%	·	?	?	5%	31	-22%

Compound activity: PubChem BioAssay, National Center for Advancing Translational Sciences (NCATS)
